Screening results (PubChem)
Neddyl block: inhibitors of human cullin neddylation; TR-FRET cullin neddylation, biochemical; calls only at 25 µM; AID 651699; P61081+Q13564; 360,000 compounds, 0.58% hits; in the data active = inhibition above about 36%
Target sequence (P61081 whole entry, looked up): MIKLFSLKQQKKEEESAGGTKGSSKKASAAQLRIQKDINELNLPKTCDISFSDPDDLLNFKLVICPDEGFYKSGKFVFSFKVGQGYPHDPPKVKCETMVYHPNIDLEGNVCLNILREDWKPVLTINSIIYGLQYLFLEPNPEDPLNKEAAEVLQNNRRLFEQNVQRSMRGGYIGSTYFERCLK
Target sequence (Q13564 whole entry, looked up): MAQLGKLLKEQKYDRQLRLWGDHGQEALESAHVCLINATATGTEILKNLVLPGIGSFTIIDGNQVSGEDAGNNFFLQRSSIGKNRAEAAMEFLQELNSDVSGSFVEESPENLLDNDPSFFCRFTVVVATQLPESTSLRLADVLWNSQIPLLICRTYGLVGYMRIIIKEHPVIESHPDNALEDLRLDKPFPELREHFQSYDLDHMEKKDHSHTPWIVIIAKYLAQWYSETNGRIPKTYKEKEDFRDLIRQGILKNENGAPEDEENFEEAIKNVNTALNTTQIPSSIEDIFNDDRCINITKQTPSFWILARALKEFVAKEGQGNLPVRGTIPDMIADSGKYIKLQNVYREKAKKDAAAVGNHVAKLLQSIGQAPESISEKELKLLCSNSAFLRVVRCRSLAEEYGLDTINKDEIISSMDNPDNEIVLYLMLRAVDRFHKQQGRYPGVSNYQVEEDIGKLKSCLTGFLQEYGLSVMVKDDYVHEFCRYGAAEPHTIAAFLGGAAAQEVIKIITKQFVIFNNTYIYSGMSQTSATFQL
SKN-1 block: blocks SKN-1 activity in C. elegans; inhibition, % at 21.8 µM; C. elegans VP596 Pgst-4::GFP/RFP ratio, acrylamide-induced, 24 h; 360,000 compounds, 0.49% hits;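 active = interference check ratio from 0.5 to 1.5 plus GFP to RFP signal ratio inhibition reaching or exceeding a fixed threshold, cut at about 30% in these data, passing the limit was not always enough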; note: some compounds called inactive have numbers as strong as hits
SUMO1 PPI mod: modulators of human SUMO1-mediated protein-protein interactions; 360,000 compounds, 0.33% hits; inhibition, % at 20 µM; SUMO1 binding to a labelled peptide, TR-FRET, 1 h; P63165; AID 602429; in the data active = inhibition above about 37%
Target sequence (P63165 whole entry, looked up): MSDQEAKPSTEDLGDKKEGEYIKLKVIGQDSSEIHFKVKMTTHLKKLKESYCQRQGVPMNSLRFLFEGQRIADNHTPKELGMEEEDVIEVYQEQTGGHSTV
LMPTP block: blocks human LMPTP phosphatase; P24666; recombinant LMPTP-A, OMFP fluorogenic substrate, fluorescence intensity; inhibition, % at 20 µM; 360,000 compounds, 0.22% hits;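 active = compounds that cut the enzyme signal by at least half of the control window in the single-dose screen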;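 note: plate controls were DMSO wells with enzyme plus substrate for no effect and substrate without enzyme for full effect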
Target sequence (P24666 whole entry, looked up): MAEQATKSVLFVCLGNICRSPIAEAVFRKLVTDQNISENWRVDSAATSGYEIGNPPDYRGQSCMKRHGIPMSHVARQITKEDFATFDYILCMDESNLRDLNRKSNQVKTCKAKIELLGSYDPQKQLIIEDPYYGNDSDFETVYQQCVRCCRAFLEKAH
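test system = LMPTP-A | amount = 0.625 nM LMPTP-A final | reagent = fluorogenic phosphatase substrate OMFP at 400 µM final | incubation = 50 min at room temperature | benchmarks = no-enzyme low control, uninhibited high control | medium = Bis-Tris pH 6.0, DTT, detergent | signal = fluorescence intensity of OMFP turnover product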
DNMT1 inh: blocks human DNA methyltransferase DNMT1; inhibition (reported as % activation of signal), % at 10 µM; AID 588458; P26358; DNMT1 molecular beacon, Hinp1I cleavage, fluorescence; 360,000 compounds, 0.83% hits; in the data active = inhibition above about 50%
NRP1-CendR mod: modulators of CendR peptide binding to human neuropilin-1; FAM-RPARPAR peptide binding to NRP-1, fluorescence polarization; inhibition, % at 25 µM; 360,000 compounds, 0.85% hits;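 active = inhibition or corrected inhibition above about 18%, plus a signal ratio from 0.5 to 1.5, limit read from the data, passing the limit was not always enough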; note: strong numbers were not always called active
Scp1 inh: blocks human Scp-1 phosphatase activity. Q9GZU7. Recombinant Scp1, phosphopeptide, malachite green phosphate absorbance. inhibition, % at 20 µM. 340,000 compounds, 0.88% hits. AID 493091;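 active = inhibition above about 50% at 20 µM, limit read from the data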;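 note: plate controls were DMSO wells with enzyme for no effect and wells lacking enzyme for full effect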
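Assay system: SCP-1 catalytic fragment, aa 76-261 | Buffer or medium: Tris acetate buffer pH 5.5 with MgCl2 and Tween-20 | Compound: One concentration, 20 µM, with 1.0% DMSO | Also added: Phospho 17-mer peptide substrate | Signal: Absorbance at 630 nm | Incubation: 45 min enzyme reaction at room temperature | Measure: % inhibition of SCP-1 phosphate liberation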
STEP block: blocks human striatal-enriched tyrosine phosphatase; recombinant STEP, OMFP fluorogenic substrate, fluorescence; inhibition, % at 20 µM; 360,000 compounds, 0.25% hits; AID 588621;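 active = inhibition at 20 µM, scaled per plate between control wells, above about 37%, limit read from the data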;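 note: 0% = DMSO with enzyme and substrate and 100% = substrate only without enzyme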
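Measure: Control-normalized % inhibition with plate pattern correction | Test system: STEP phosphatase, cell-free reaction | Medium: pH 6.0 Bis-Tris with DTT and Tween 20 | Technique: Fluorescence, 480/540 nm | Times: Reaction 20 min, ambient temperature | Doses: Single compound dose of 20 µM, 1% DMSO final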
TbMetRS inhib: blocks T. brucei methionyl-tRNA synthetase activity; inhibition, % at 11.9 µM; 360,000 compounds, 0.4% hits; AID 624268; purified T. brucei MetRS, ATP depletion, Kinase-Glo luminescence;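 active = inhibition above a per-plate cutoff of the control wells' mean inhibition plus 3 SD, cut at about 5.5% in these data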;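 note: 0% = DMSO wells median and 100% = median of wells with control inhibitor compound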
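Material: parasite MetRS enzyme / Replication: singlicate, one well per compound / Signal: luminescence of leftover ATP / Schedule: 2 h aminoacylation at 25 °C after 15 min preincubation / Medium: HEPES-MgCl2-KCl buffer plus DTT, spermine, BSA, pyrophosphatase / Doses: 11.9 µM single point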
NadD block: blocks S. aureus nicotinate mononucleotide adenylyltransferase; purified NadD enzyme, colorimetric absorbance read-out; inhibition, % at 20 µM; 360,000 compounds, 0.78% hits; in the data active = inhibition above about 26%; note: some compounds past the cut are filed as inactive
An asterisk follows results filed as active; i = inactive; nt = no result given.

SMILES	Neddyl block	SKN-1 block	SUMO1 PPI mod	LMPTP block	DNMT1 inh	NRP1-CendR mod	Scp1 inh	STEP block	TbMetRS inhib	NadD block
CCC(C)c1ccc(OCCN2CCCC2)cc1 (centres undefined)	i	22	2	-4.9	2	-2	-8	-1	-0.7	-1
O=C(Cn1c(=O)c2cccn2c2cccnc21)N1CCN(c2ccc(Cl)cc2)CC1	i	2	4	2.4	24	-12	25	0	-0.4	11
O=[N+]([O-])c1ccc(N2N=C(c3ccco3)CC2c2ccccc2)cc1 (centres undefined)	i	9	-39	3.8	-7	-163	-7	4	-0.5	7
Cc1ccc(C#CC[N+]2(C)CCCCC2)cc1	i	4	-3	-0.4	0	16	-7	-2	-0.3	-5
COC[C@@H]1CCCN1c1ccc2c(c1)O[C@@H](COCc1ccccc1)CN([C@@H](C)c1ccccc1)S2(=O)=O	i	7	-2	2.5	nt	-1	nt	nt	-1.7	-5
O=C(Cc1ccc(Br)cc1)N1CCc2ccccc2C1	i	-1	9	-0.5	0	10	-4	-1	-0.9	-5
O=C(NNC(=S)Nc1ccccc1)c1cccc(S(=O)(=O)N2CCOCC2)c1	i	0	-1	-0.7	-1	1	5	2	-0.2	-3
COc1ccc(-c2nc(CS(=O)CC(=O)NC3CCCC(C)C3C)c(C)o2)cc1OC (centres undefined)	i	19	2	-0.8	-4	6	-5	1	-0.5	6
CCCC(O)(c1ccc(OC)cc1)C(CN1CCOCC1)c1ccc(Cl)cc1 (centres undefined)	i	-6	2	1.3	-1	12	-4	-1	1.1	-1
Cc1ccc(/C(N)=N/OC(=O)Cc2cccs2)cc1	i	10	-2	1.7	-2	-6	-11	0	-0.2	-10
COc1ccc(/C=C/c2ccccc2)cc1[C@H]1[C@@H]2C=CCC[C@@]2(C)C(=O)N1Cc1ccccc1	i	10	4	6.5	2	-9	-1	2	0.1	11
CC(C)CNC(=O)C1(C)CCCN1C(=O)c1ccc2c(c1)CCO2 (centres undefined)	i	10	0	0.5	1	2	nt	-2	-0.1	0
O=C(COc1ccc(S(=O)(=O)NC2CCCCC2)cc1Cl)N1CCN(c2ccccc2)CC1	i	-2	0	2.0	-10	-6	-6	-2	-0.9	6
COCCCn1c(=O)c2sccc2n2c(CCCC(=O)NCc3ccccc3OC)nnc12	i	-10	4	-1.0	0	10	-6	1	-0.9	-2
CC1CCC2(CC1)NC(=O)N(CC(=O)Nc1ccc(N3CCCCC3)cc1)C2=O (centres undefined)	i	4	-3	0.2	-4	-3	nt	-1	0.2	1
Cc1ccc(S(=O)(=O)Nc2ccc3ccccc3c2[N+](=O)[O-])cc1	i	-9	13	1.2	-9	-12	-5	-3	-0.3	2
O=c1oc2ccccc2c2oc3cc(O)c(O)cc3c12	nt	-7	-22	47	27	-56	22	15	0.1	3
CC(C)C[C@@H]1NC(=O)[C@H](CO)NC(=O)c2cc([N+](=O)[O-])cc(I)c2OCC[C@@H](C(N)=O)NC1=O	i	17	-17	-1.8	10	13	-8	2	-0.1	-5
CCOc1ccccc1N1CCN(C(=O)NC2CCCCC2)CC1	i	8	7	0.7	1	1	2	0	-0.5	-5
O=C(CCCC1=NS(=O)(=O)c2ccccc2N1)N1CCN(c2ccccc2)CC1	i	16	2	-0.2	-3	6	-1	3	0.3	-1
O=C(Cn1cnc2ccccc2c1=O)NCC(=O)N1CCN(c2ccccn2)CC1	i	-11	-1	0.3	2	9	3	1	-1.7	-8
OCC[C@H]1C[C@@H](O)[C@H](O)[C@]2(Cc3ccccc3CO2)O1	i	-1	-1	-1.3	7	8	1	-1	0.5	-1
COc1ccc(CNC(=O)c2cc(=O)c3cc(C)cc(C)c3o2)cc1	i	12	-7	-1.3	-1	-5	4	-1	-1.3	-1
Cc1ccc(NC2CCCN(C(=O)C3CCCC3)C2)cc1C (centres undefined)	i	-4	6	0.5	1	18	-2	-2	-0.6	-5
COc1ccc(/C=C/C(=O)OC(C)CN2CCOCC2)cc1 (centres undefined)	i	-1	-10	-1.3	2	7	-7	-3	-0.4	-2
O=C(CN(C(=O)C1CSC(=O)C1)c1ccccc1F)NCc1ccc2c(c1)OCO2 (centres undefined)	i	4	1	-1.2	1	11	-2	-1	-0.6	-1
CCCCN(CC)S(=O)(=O)c1ccc2c(c1)CCCN2C(C)=O	i	3	-1	-1.4	2	-5	-9	2	0.2	-5
COc1ccsc1C(=O)NCCN1CCOCC1	i	12	1	-0.5	2	8	-5	1	-0.1	-3
C#CCOCCOCCOCCNc1nc(N2CCOCC2)nc(N2CCN(C(=O)CCCCCCCCCCNC(=O)[C@H](CO)n3cc(CCCCCN)nn3)CC2)n1	i	12	-48	-6.9	3	-8	3	-1	0.2	1
CCOC(=O)c1c(C)[nH]c(C)c1C(=O)COC(=O)c1ccc(S(=O)(=O)C(F)F)cc1	i	8	6	-0.4	3	3	-5	-2	0.0	-6
CC(C)[C@H](Nc1ccc(S(=O)(=O)N2CCOCC2)cc1[N+](=O)[O-])C(=O)OCC(N)=O	i	-6	-2	-1.2	2	-3	1	0	-0.5	-3
CCc1n[nH]c(=S)n1/N=C/c1cc(Br)c(O)c(OC)c1	i	-10	18	-5.4	1	-2	1	-3	-0.5	-6
O=C(NC1=NCCCCC1)c1cccc2ccccc12	i	3	-8	-0.5	-1	-7	-3	0	-0.4	2
Cc1ccc(-c2nn3c(C)nnc3c3ccccc23)cc1S(=O)(=O)NCCO	i	6	1	0.2	-3	-4	1	-1	-0.2	0
C/C(=N\NC(=O)c1c(Cl)c(C)nn1C)c1cccc(NC(=O)c2cccc(F)c2)c1	i	-4	-1	-0.6	-2	7	5	-2	-0.4	-5
CCS(=O)(=O)NCCc1cc2cc(C)c(C)cc2[nH]c1=O	i	1	-2	0.3	-4	2	-7	1	-1.4	-2
COCCNC(=O)Nc1ccc2nc(-c3cccs3)c(-c3cccs3)nc2c1	nt	15	-20	2.4	-23	-30	-10	-2	-0.6	-9
Cc1cc2cc(CN(Cc3ccco3)C(=O)NCc3ccccc3)c(=O)[nH]c2cc1C	i	20	-3	-2.4	-3	16	0	0	0.2	0
COc1ccc(-c2csc(NC(=S)NC(=O)/C=C/c3ccco3)n2)cc1OC	i	-9	58*	0.7	-8	0	-3	5	-0.7	3
CC1=C([N+](=O)[O-])C(c2ccccc2Cl)NC(=O)N1C (centres undefined)	i	9	-17	-1.6	-1	1	-6	2	-0.2	-4
O=c1[nH]c(C2CCN(S(=O)(=O)c3ccc(C(F)(F)F)cc3)CC2)nc2c1nnn2Cc1cccc(F)c1	i	-7	0	3.9	-1	14	-5	0	-0.5	31*
CCCCn1c(N)c(N(CCOC)C(=O)CSc2n[nH]c(-c3ccc(C)cc3)n2)c(=O)[nH]c1=O	i	8	3	-1.3	3	-3	-4	-3	-0.2	-2
Cc1ccc2nc(-c3ccc4c(c3)OCCO4)cn2c1	nt	-7	2	1.2	3	-1	-7	1	-0.7	1
Cc1ccc(S(=O)(=O)NCC(=O)NCC2CCCCC2)cc1C	i	23	1	-0.4	-1	-1	-6	-1	-0.7	1
CC12CC3CC(C)(C1)CC(C(=O)N1CCN(C(=O)c4ccco4)CC1)(C3)C2	i	13	4	-0.4	2	12	-4	1	-0.3	2
CN1CCC(N(C)S(=O)(=O)c2ccc(NC(=O)COc3cccc(Cl)c3)cc2)CC1	i	15	-10	-0.1	-1	20	-6	-2	-0.3	-5
COc1cccc(NC(=O)COC(=O)c2ccc(C)c(S(=O)(=O)N3CCCCC3)c2)c1	i	19	4	3.1	-6	1	-4	0	0.1	-2
Cc1ccccc1N1CCN(C2CCCN(C(=O)c3cc(C(C)C)[nH]n3)C2)CC1 (centres undefined)	i	-9	-6	0.6	3	9	-1	-2	0.2	1
CN(C)S(=O)(=O)c1ccc(C(=O)Nc2ccccc2[N+](=O)[O-])cc1	i	13	-24	-0.3	-3	9	-2	0	-0.4	-4
CC(=O)c1ccc(NC(=O)C2CCC(C)NC2=O)cc1 (centres undefined)	i	-15	-3	-0.9	3	-2	-10	0	-0.7	-4
NC(=O)C1CCCN(Cc2ccc(Cl)cc2)C1 (centres undefined)	i	10	6	-2.9	-2	4	-8	4	0.0	-4

In the list so far, these contain an aryl methoxy group:
SMILES	Neddyl block	SKN-1 block	SUMO1 PPI mod	LMPTP block	DNMT1 inh	NRP1-CendR mod	Scp1 inh	STEP block	TbMetRS inhib	NadD block
COc1ccc(-c2nc(CS(=O)CC(=O)NC3CCCC(C)C3C)c(C)o2)cc1OC (centres undefined)	i	19	2	-0.8	-4	6	-5	1	-0.5	6
CCCC(O)(c1ccc(OC)cc1)C(CN1CCOCC1)c1ccc(Cl)cc1 (centres undefined)	i	-6	2	1.3	-1	12	-4	-1	1.1	-1
COc1ccc(/C=C/c2ccccc2)cc1[C@H]1[C@@H]2C=CCC[C@@]2(C)C(=O)N1Cc1ccccc1	i	10	4	6.5	2	-9	-1	2	0.1	11
COCCCn1c(=O)c2sccc2n2c(CCCC(=O)NCc3ccccc3OC)nnc12	i	-10	4	-1.0	0	10	-6	1	-0.9	-2
COc1ccc(CNC(=O)c2cc(=O)c3cc(C)cc(C)c3o2)cc1	i	12	-7	-1.3	-1	-5	4	-1	-1.3	-1
COc1ccc(/C=C/C(=O)OC(C)CN2CCOCC2)cc1 (centres undefined)	i	-1	-10	-1.3	2	7	-7	-3	-0.4	-2
COc1ccsc1C(=O)NCCN1CCOCC1	i	12	1	-0.5	2	8	-5	1	-0.1	-3
CCc1n[nH]c(=S)n1/N=C/c1cc(Br)c(O)c(OC)c1	i	-10	18	-5.4	1	-2	1	-3	-0.5	-6
COc1ccc(-c2csc(NC(=S)NC(=O)/C=C/c3ccco3)n2)cc1OC	i	-9	58*	0.7	-8	0	-3	5	-0.7	3
COc1cccc(NC(=O)COC(=O)c2ccc(C)c(S(=O)(=O)N3CCCCC3)c2)c1	i	19	4	3.1	-6	1	-4	0	0.1	-2
